T cell HTS = modulates CD8 T cell binding to vesicles | 2C CD8+ T cell-vesicle binding, flow cytometry; stronger effect = lower value | calls only at 7 µM | 0.068% of 330,000 active;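 active = response, share of CD8 T cells binding vesicles, and their 90th percentile fluorescence all below set limits, cut at about 80% in these data, passing the limit was not always enough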
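Test system: purified 2C TCR transgenic mouse naive CD8+ T cells. Probe or stimulus: QL9-peptide-loaded Drosophila micro-vesicles bearing Ld, ICAM-1 and B7-1. Incubation: binding step 1.5 h, 37 °C, antibody labelling 20 min, ice. Measured by: flow cytometry of vesicle-bound cells.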
Hep lipid drop = hepatic lipid droplet formation modulation. AML12 mouse hepatocytes, oleate lipid droplets, BODIPY imaging. inhibition, % at 6.5 µM. AID 1656. 0.4% of 240,000 active;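 active = lipid droplet intensity inhibited by at least 50%, with more than 500 cells counted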
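Assay system: AML12 mouse liver cells | Compound dosing: One dose, 6.5 µM compound | Read-out basis: Droplet intensity reduction, % inhibition | Measured by: Fluorescence imaging, 20x objective, two fields per well | Schedule: Overnight treatment with compound plus oleate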
Hep lipid drop cells 6.5 µM = recorded beside Hep lipid drop, whose call it bears; cell count; measured here: cell count, cytotoxicity flag;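 cells counted across two imaged fields per well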
T cell HTS vesicle-bound % = further read-out of T cell HTS, marked with its call; double positive events, %; measured here: CD8+ vesicle-bound cell fraction;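 binding gate set so that unloaded-vesicle control wells show 10% double positive cells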
* hit, by the source's call; i = inactive; · = no result given; & = joins results of further samples. These rows are one share of the data; the hit share may differ from the screen's.

SMILES	T cell HTS	T cell HTS vesicle-bound %	Hep lipid drop	others
C[N+]1(C)CCC(=C(c2ccccc2)c2ccccc2)CC1	i	23.4	·
Oc1ccc(C2CNCCc3c2cc(O)c(O)c3Cl)cc1 (stereo unspecified)	i	28.8&44.2	·
CC1(C)O[C@H]2CC(=O)OC[C@@]23C1CC(=O)[C@]1(C)C3CC[C@@]2(C)[C@H](c3ccoc3)OC(=O)[C@H]3O[C@]321 (stereo partly specified)	i	24.5	·
CCCCNc1ccc(C(=O)OCCOCCOCCOCCOCCOCCOCCOCCOCCOC)cc1	i	15.6	·
NOCC(=O)O	i	21.7	·
NC(N)=O	i	50.2	·
COC(=O)C1=CO[C@@H](O[C@@H]2O[C@H](CO)[C@@H](O)[C@H](O)[C@H]2O)C2C1C[C@H](O)[C@@H]2C (stereo partly specified)	i	33.1	·
Cc1ccc(=O)n(-c2ccccc2)c1	i	29.1	·
CCOC(=O)[C@H](CCc1ccccc1)N[C@@H](C)C(=O)N1Cc2ccccc2C[C@H]1C(=O)O	i	22.7	·
COc1ccc(-c2cc(=O)c3c(O)cc(O[C@@H]4O[C@H](CO[C@@H]5O[C@@H](C)[C@H](O)[C@@H](O)[C@H]5O)[C@@H](O)[C@H](O)[C@H]4O)cc3o2)cc1O	i	34.5	-1.2	Hep lipid drop cells 6.5 µM=833

Sorted by molar mass (rising): part of the list above.
SMILES	T cell HTS	T cell HTS vesicle-bound %	Hep lipid drop	others
NC(N)=O	i	50.2	·
NOCC(=O)O	i	21.7	·
C[N+]1(C)CCC(=C(c2ccccc2)c2ccccc2)CC1	i	23.4	·

Not a retest: an excerpt of the list.
SMILES	T cell HTS	T cell HTS vesicle-bound %	Hep lipid drop	others
NC(N)=O	i	50.2	·
COC(=O)C1=CO[C@@H](O[C@@H]2O[C@H](CO)[C@@H](O)[C@H](O)[C@H]2O)C2C1C[C@H](O)[C@@H]2C (stereo partly specified)	i	33.1	·
Cc1ccc(=O)n(-c2ccccc2)c1	i	29.1	·
CCOC(=O)[C@H](CCc1ccccc1)N[C@@H](C)C(=O)N1Cc2ccccc2C[C@H]1C(=O)O	i	22.7	·

High-throughput results: PubChem, several laboratories
